Screens as filed in PubChem BioAssay.
Myeloid diff MLP = induction of myeloid progenitor differentiation, primary screen, cell-based, flow cytometry, MLPCN library; ER-HoxA9 myeloid progenitors, lysozyme-GFP differentiation; hit rate 1% among 360,000; calls only at 10 µM;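 active = normalized GFP-positive differentiation at or above the plate's own cutoff, the solvent-only control mean plus 3 SD; inconclusive = no clear call, values can overlap the other calls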;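 note: cells exposed to compound for four days before flow analysis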
b-catenin transl = modulators of beta-catenin nuclear translocation, primary screen, imaging, HeLa cells, immunofluorescence, high-content; nuclear translocation activity, % at 5 µM; hit rate 0.3% among 190,000;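 active = nuclear translocation activity above 50% at 5 µM, with a well cell count of 50 or more; inconclusive = wells under 50 cells across six images, flagged as toxic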;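 note: per-cell ratio of nuclear to cytoplasmic median beta-catenin stain intensity; plate controls were DMSO negative control for no effect and GSK-3 inhibitor IX positive control for full effect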
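Test system: human HeLa cells, native beta-catenin. Compound dosing: 5 µM primary single dose, 0.1% DMSO, 0.02–20 µM confirmation series. Incubation: compound exposure 24 h at 37°C. Detection: beta-catenin immunostaining with DAPI counterstain, 20x imaging, 6 fields/well. Read-out basis: Nuclear/cytoplasmic beta-catenin signal ratio, % activation.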
TNAP activation fold = human TNAP enzyme activators, primary screen, biochemical, luminescent, no phosphate acceptor, uHTS (AID 1001); purified TNAP, luminescent activation assay, no phosphate acceptor; higher activation fold means a stronger effect; hit rate 0.03% among 200,000; activation fold at 20 µM, or EC50 in µM where a hit was titrated; in the data active = activation fold from about 3, or a potency from the dose series; inactive = the rest, 99 in 100 with activation fold below about 1.6; note: many of its hits are not listed in these tables
Lipid droplet = inhibitors of hepatocyte lipid droplet formation, primary screen, imaging, high-throughput imaging, BODIPY stain | AML12 mouse hepatocytes, oleate lipid droplets | inhibition, % at 6.5 µM | hit rate 0.4% among 240,000 | AID 1656, 2009;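 active = lipid droplet intensity inhibited by at least 50%, with more than 500 cells counted; inconclusive = wells with under 300 cells, treated as cytotoxic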
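Material – AML12 mouse liver cells · Also added – oleate loading, 100 µM · Compound dosing – 6.5 µM single-point dosing · Times – overnight treatment with compound plus oleate · Measured by – fluorescence imaging, 20x objective, two fields per well · Read-out – percent inhibition of filter-corrected integrated lipid droplet intensity per well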
Dynein transport = inhibitors of GR-EGFP nuclear translocation, primary screen, dynein cargo transport inhibitor project, imaging, high-content, 3617.4 mouse cells; z-score, hits read low; test concentration mostly 20 µM; stimulated with dexamethasone, 1 µM; stronger effect = lower value; hit rate 0.47% among 220,000;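 active = plate z-score of nuclear minus cytoplasmic receptor signal below a set negative limit, without overly bright fluorescence or cell loss, cut at about -3.5 in these data, passing the limit was not always enough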;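 note: z-score of nuclear minus cytoplasmic ring GR-EGFP intensity difference per well; some compounds called inactive have numbers as strong as hits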
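Medium: Induction medium lacking tetracycline, stripped serum | Probe or stimulus: 1.0 µM final dexamethasone stimulus | Schedule: 48 h induction, then 1 h compound, then 30 min agonist, 37 °C | Signal: Automated 10x imaging of fixed Hoechst-stained cells | Evaluation: Per-cell GR-EGFP intensity, nucleus versus surrounding cytoplasmic ring, well-averaged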
MT stabilize HCS = microtubule stabilizers in HeLa cells, primary screen, imaging, high-content imaging; % tubulin-high responders, % at 10 µM; HeLa tubulin immunostaining HCS, 24 h; share of cells brighter than vehicle mean+2SD; hit rate 0.83% among 200,000;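 active = plate Z-score above 3 for both tubulin-high and condensed-nucleus cell shares, with cell loss under 80%, at 10 µM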;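 note: anti alpha tubulin signal scored within the nucleus-defined area of each cell; some results filed as inactive read as strong as hits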
T cell HTS = modulators of CD8 T cell-vesicle binding, primary screen, mouse 2C CD8+ T cells, flow cytometry; AID 2052, 2009; 2C CD8+ T cell-vesicle binding; stronger effect = lower value; hit rate 0.068% among 330,000; calls only at 7 µM;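 active = response, share of CD8 T cells binding vesicles, and their 90th percentile fluorescence all below set limits, cut at about 80% in these data, passing the limit was not always enough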
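Assay system – 2C mouse CD8+ T cells · Also added – QL9-loaded Drosophila micro-vesicles · Timing – Cell–vesicle co-incubation 1.5 h at 37 °C, staining 20 min on ice · Signal – flow cytometry of vesicle-bound cells · Measure – percent CD8+ FL2 mean versus row control · Controls – Peptide-free naked vesicles (low) and QL9 vesicles with 0.7% DMSO vehicle (high)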
PMI inhibitors = inhibitors of human PMI, primary screen, biochemical, fluorescence intensity, coupled assay (AID 1209). Mannose-6-phosphate isomerase (Homo sapiens). hit rate 0.42% among 190,000. inhibition, % at 20 µM; hits with a dose series show IC50 in µM. purified PMI enzyme, coupled fluorescence intensity; higher % means a stronger effect; in the data active = inhibition above about 50%;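 note: plate controls were DMSO vehicle for no effect and wells lacking substrate for full effect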
Ins promoter up = insulin promoter activators in MIN6 cells, imaging, high-content screening, mouse beta cells; MIN6 insulin promoter-GFP reporter; stronger effect = higher value; z-score at 5 µM; hit rate 0.3% among 190,000;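 active = z-score above 3 at 5 µM with at least 500 cells counted in the well; inconclusive = wells under 500 cells, flagged as cytotoxic or low count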
Dynein transport cytoplasmic EGFP = further read-out of Dynein transport, marked with its call; z-score; measured here: cytoplasmic GR-EGFP intensity; stronger effect = higher value
Dynein transport nuclear GR-EGFP = also measured in Dynein transport; calls as there; z-score; measured here: nuclear GR-EGFP intensity;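 lower value marks the stronger effect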
Dynein transport cell count = second read-out of Dynein transport, no call of its own (marks repeat the call); z-score; measured here: cell count per field
Ins promoter up cell count = also measured in Ins promoter up; calls as there; cell count; measured here: cytotoxicity, nuclei count;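 total cells summed across four imaged fields per well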
Lipid droplet cells 6.5 µM = further read-out of Lipid droplet, marked with its call; cell count; measured here: cell count, cytotoxicity flag;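 cells counted across two imaged fields per well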
b-catenin transl cell count 5 µM = further read-out of b-catenin transl, marked with its call; cell count; measured here: cell count, cytotoxicity flag
T cell HTS vesicle-bound % = further read-out of T cell HTS, marked with its call; double positive events, %; measured here: CD8+ vesicle-bound cell fraction;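 binding gate set so that unloaded-vesicle control wells show 10% double positive cells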
MT stabilize HCS Hoechst-high % = further read-out of MT stabilize HCS, marked with its call; % Hoechst-high responders; measured here: nuclear condensation Hoechst responders;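 share of cells brighter than vehicle mean plus two SD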
MT stabilize HCS cytotoxicity % = recorded beside MT stabilize HCS, whose call it bears; toxicity, %; measured here: cytotoxicity by cell density;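 0% = mean cell density of plate MIN control wells and 100% = no cells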
Myeloid diff MLP GFP+ MAC1+ % = further read-out of Myeloid diff MLP, marked with its call; GFP+ MAC1+ double positive, %; measured here: differentiation confirmed by MAC1 staining
* marks the source's active call; other numbers are inactive results; i = inactive; ? = inconclusive; · = not tested or not shown.

SMILES	Myeloid diff MLP	Myeloid diff MLP GFP+ MAC1+ %	b-catenin transl	b-catenin transl cell count 5 µM	TNAP activation fold	Lipid droplet	Lipid droplet cells 6.5 µM	Dynein transport	Dynein transport cytoplasmic EGFP	Dynein transport nuclear GR-EGFP	Dynein transport cell count	MT stabilize HCS	MT stabilize HCS Hoechst-high %	MT stabilize HCS cytotoxicity %	T cell HTS	T cell HTS vesicle-bound %	PMI inhibitors	Ins promoter up	Ins promoter up cell count
O=C(COC(=O)c1ccc(F)cc1)Nc1ccc(Cl)cn1	i	0.2	0.3	1250	·	3.2	727	0.437	-0.245	-0.0686	0.00332	·	·	·	i	31.5	·	-0.03	1399
O=C(NCCCN1CCN(CCCNC(=O)c2ccccc2F)CC1)c1ccccc1F	i	1.3	·	·	1.1	-3.5	746	-0.488	-0.202	0.0476	1.12	1.5	0.3	32.7	i	35.6	0.3%	0.01	1325
O=C(COc1ccccc1C(=O)NCC1CCCO1)Nc1ccc(Br)cc1 (stereo not drawn)	i	0.3	-2.1	1174	1	2.3	661	1.25	-0.209	0.648	-0.199	5.3	1.9	1.4	i	33.2	-3.2%	-1.28	1371
Cc1cc(C)nc(N/N=C/C2=C(O)CC(c3ccccc3)CC2=O)n1 (stereo not drawn)	·	·	-0.5	1267	·	-24.5	526	0.124	-0.226	0.587	-0.831	·	·	·	i	37.3	·	0.62	1042
S=C(NCc1cccs1)Nc1ccc(Br)cc1Cl	i	0.4	-2.4	1064	1.1	2.2	637	1.3	-0.177	0.897	-1.6	4.0	1.0	3.3	i	41.2	8.0%	0.39	1692
CCCC(=O)N1c2ccccc2NC2=C(C(=O)CCC2)C1c1ccc(F)cc1 (stereo not drawn)	i	6.4	-2.5	1080	1.1	-14.8	660	-0.55	-0.164	0.0488	-0.557	3.5	2.4	5.8	i	18.4	14.0%	1.08	1806
CCn1cc([N+](=O)[O-])c(C(=O)Nc2ccn(C34CC5CC(CC(C5)C3)C4)n2)n1	i	0.6	0.5	526	1	-1.9	607	-0.325	-0.297	-0.405	0.192	4.0	1.7	5.9	i	38.1	-8.5%	0.19	1189
Cc1cc2nc(N=C(N)N)nc(C)c2cc1C	i	0.1	6.7	936	1.1	15.0	664	0.746	-0.294	0.667	0.208	8.6	4.7	2.8	·	·	-4.0%	-1.06	899
CCSc1nc2c(c(=O)n1Cc1ccccc1)SC(C)C2 (stereo not drawn)	i	0.6	·	·	1.1	-15.4	667	1.86	-0.248	0.926	-0.366	3.2	2.2	6.1	i	23.3	13.1%	-0.16	1184
O=C1CCN(CCc2ccccc2)CCN1[C@H](CSc1ccc(Br)cc1)c1ccccc1	i	1.0	-0.3	1163	·	-6.5	685	-0.228	-0.738	-0.157	-0.432	·	·	·	i	45.0	·	·	·
Cc1cccc(Oc2cc(NC(=O)c3ccccc3)cc([N+](=O)[O-])c2)c1	i	0.3	-3.1	1397	1	·	·	0.914	-0.121	-0.0115	-0.861	3.7	2.2	2.3	i	42.1	10.1%	?	·
COc1ccc(-n2c(-c3ccc(C)cc3)n[nH]c2=S)cc1	i	0.1	0.3	935	1.2	18.3	698	-0.297	-0.321	-0.2	0.312	4.3	2.9	6.3	i	52.5	-7.2%	0.01	1220
Cc1nnc(SCC(=O)NC(=O)Nc2ccc3c(c2)OCCO3)s1	i	0.8	-1.4	1104	1.1	24.3	770	0.487	-0.223	1.15	-1.64	3.8	1.5	4.0	i	20.5	2.9%	-0.23	1216
O=S(=O)(NCc1ccco1)c1cccc(S(=O)(=O)N2CCCCC2)c1	i	1.1	1.9	1154	1.1	·	·	0.944	-0.253	0.61	0.581	2.6	1.0	2.3	i	44.2	7.3%	-0.11	1091
COc1ccc(NC(=O)c2c(NC(=O)CCC(=O)O)sc(-c3ccccc3)c2C)cc1	i	0.1	1.2	1037	1.1	-3.0	679	1.54	-0.301	0.989	-0.868	2.8	2.0	7.9	i	63.9	48.3%	1.12	1194
CC(C)(C)c1ccc(OCC(=O)NNC(=O)CCc2ccccc2)cc1	i	0.5	-0.9	1469	1	·	·	1.13	-0.25	0.025	0.214	4.2	2.3	0.2	i	32.1	7.7%	1.68	1434
O=C(c1ccc([N+](=O)[O-])cc1)N1CCN=C1SCc1ccccc1	i	0.5	-0.9	1061	1	1.5	706	0.027	-0.081	0.717	-0.336	4.9	2.7	10.5	i	42.0	4.1%	-0.47	1157
Cc1cccc(CNCc2ccccc2)c1	i	0.4	-2.7	992	1.1	10.1	614	0.289	-0.223	0.175	-0.767	5.0	2.8	5.0	i	35.6	-10.1%	-0.09	1356
CCOC(=O)c1c(NS(=O)(=O)Cc2ccccc2)sc2c1CCCC2	i	2.8	·	·	1.1	8.1	780	0.146	-0.251	0.185	0.407	3.3	2.0	8.6	i	26.7	-3.8%	0.92	852
CC(C)[C@H](NS(=O)(=O)c1ccccc1)C(=O)OCC(=O)N1N=C(c2ccc(Cl)cc2)CC1c1ccco1 (stereo partly drawn)	i	3.4	1.7	831	1.1	22.4	659	-0.332	-0.275	-0.354	0.143	4.1	2.2	7.8	i	29.1	24.8%	·	·
Cn1ncc2c(Nc3ccccc3Cl)nc(Nc3ccccc3Cl)nc21	i	0.2	-0.4	1070	·	44.5	683	-0.618	-0.279	-0.347	1.67	·	·	·	i	61.6	·	-0.35	1309
CCN1CCN(CC(=O)Nc2ccc3c(c2)OCCO3)C(=O)C1=O	i	4.4	·	·	0.9	·	·	-0.702	-0.162	-0.239	0.0563	1.8	4.4	5.0	i	27.2	0.4%	0.46	922
COc1ccc(CCNc2nc3c(c(=O)n(C)c(=O)n3C)n2C)cc1OC	i	0.4	·	·	1.2	5.1	685	0.00779	-0.271	-0.0116	0.841	3.6	1.8	6.4	i	30.2	5.3%	-0.7	1314
O=C(CSc1ccc(Cl)cc1)Nc1ccc(N2CCN(c3ccccc3)CC2)c(F)c1	i	0.3	·	·	1.1	·	·	2	-0.202	-0.02	-2.15	3.5	0.9	4.2	i	17.4	1.4%	·	·
COc1cccc(C2NC(C)(C(=O)O)C3C(=O)N(C(C)C)C(=O)C23)c1O (stereo not drawn)	i	3.9	·	·	1.1	·	·	0.148	-0.247	0.0799	0.0271	2.9	2.6	7.2	i	40.7	9.3%	-0.18	927

(list continues)
SMILES	Myeloid diff MLP	Myeloid diff MLP GFP+ MAC1+ %	b-catenin transl	b-catenin transl cell count 5 µM	TNAP activation fold	Lipid droplet	Lipid droplet cells 6.5 µM	Dynein transport	Dynein transport cytoplasmic EGFP	Dynein transport nuclear GR-EGFP	Dynein transport cell count	MT stabilize HCS	MT stabilize HCS Hoechst-high %	MT stabilize HCS cytotoxicity %	T cell HTS	T cell HTS vesicle-bound %	PMI inhibitors	Ins promoter up	Ins promoter up cell count
Nc1ncc(Br)cc1S(=O)(=O)NCCC(=O)N1CCN(c2ncccn2)CC1	i	1.0	-0.7	1334	1	·	·	0.288	-0.396	0.253	0.591	8.4	3.3	4.8	i	24.7	8.9%	0.26	1508
CCN(CC)c1ccc(/C=N/NC(=O)c2cccc(S(=O)(=O)Nc3ccccc3OC)c2)cc1	i	0.4	0.1	1568	1.1	·	·	-0.464	-0.223	-0.064	0.272	1.7	0.9	11.0	i	45.6	18.9%	-0.29	1467
Cc1ccc(NC(=O)CN(C)C(=O)COc2c(Cl)cc(Cl)c3ccc(C)nc23)cc1	i	0.2	-2.5	1183	1	-15.3	668	-0.061	-0.24	-0.259	-0.167	3.0	2.3	4.7	i	26.7	7.4%	0.4	1409
O=C(COC(=O)c1cc(=O)c2ccccc2o1)NC1CCCC1	i	0.1	-3.0	1128	1.9	24.8	735	-0.229	-0.158	-0.171	0.232	2.2	1.1	9.2	i	73.0	-20.1%	0.23	1120
COc1ccc(CC(=O)Nc2cccc(-c3cn4ccccc4n3)c2)cc1	i	0.3	-0.4	972	1.2	19.8	675	0.296	-0.319	-0.152	-0.125	3.0	2.3	7.8	i	12.9	15.4%	·	·
Cn1ncc2c(NNC(=O)c3ccc(Cl)c(Cl)c3)ncnc21	i	1.0	-0.7	1034	2.5	-23.9	676	-0.296	-0.224	-0.21	0.485	4.4	0.9	6.0	i	46.9	6.8%	-0.46	1482
O=C(NC(=S)NC1CCSC1=O)c1ccccc1F (stereo not drawn)	i	0.5	-1.6	948	1.2	-5.4	677	-0.472	-0.297	-0.661	0.594	3.8	3.4	8.8	i	32.1	-7.0%	0.33	1313
COc1ccc(OC)c(NC(=O)CC2C(=O)NCCN2C(=O)Nc2cccc(Cl)c2)c1 (stereo not drawn)	i	2.6	·	·	1	-6.2	676	-0.404	0.111	-0.0838	0.275	4.6	3.4	4.7	i	2.2	4.7%	-0.65	866
